Screens: PubChem BioAssay, several laboratories
MKP-1 inh – MKP-1 phosphatase inhibitors, primary screen, biochemical, in vitro. recombinant MKP-1, OMFP hydrolysis fluorescence. 65,000 compounds, 0.15% hits. inhibition, %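 (compounds tested at a single concentration somewhere between 10 and 100 µM)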. Dual specificity protein phosphatase 1 (Homo sapiens), P28562;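 active = inhibition above about 50%, limit read from the data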;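 note: 0% = DMSO max control wells and 100% = wells with enzyme stopped by NaOH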
Cathepsin G inh – human cathepsin G inhibitors, primary screen, biochemical, pooled compound mixtures, AMC fluorescence | P08311 | purified enzyme, AMC-tetrapeptide fluorescence | inhibition, % at 5 µM (by protocol) | 62,000 compounds, 0.2% hits;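 active = inhibition above 20% in each of the two mixture wells holding the compound; inactive = inhibition of 20% or less in either well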;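 note: 0% = enzyme control without mixture and 100% = blank lacking enzyme; strong numbers were not always called active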
C1s inh – complement C1s protease inhibitors, primary screen, biochemical, 10-compound mixtures. AID 538, 2006. mean inhibition % of two 10-compound mixtures (active compounds read high), % at 5 µM (by protocol). Complement C1s subcomponent (Homo sapiens), P09871. 62,000 compounds, 0.16% hits. purified C1s, fluorogenic AMC substrate, pooled mixtures;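 active = inhibition above 20% in each of the two 10-compound mixture wells holding the compound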;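 note: 0% = enzyme wells lacking compound mixture and 100% = no-enzyme blank wells; some compounds called inactive have numbers as strong as hits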
Target sequence (P09871 16-437 limits assumed): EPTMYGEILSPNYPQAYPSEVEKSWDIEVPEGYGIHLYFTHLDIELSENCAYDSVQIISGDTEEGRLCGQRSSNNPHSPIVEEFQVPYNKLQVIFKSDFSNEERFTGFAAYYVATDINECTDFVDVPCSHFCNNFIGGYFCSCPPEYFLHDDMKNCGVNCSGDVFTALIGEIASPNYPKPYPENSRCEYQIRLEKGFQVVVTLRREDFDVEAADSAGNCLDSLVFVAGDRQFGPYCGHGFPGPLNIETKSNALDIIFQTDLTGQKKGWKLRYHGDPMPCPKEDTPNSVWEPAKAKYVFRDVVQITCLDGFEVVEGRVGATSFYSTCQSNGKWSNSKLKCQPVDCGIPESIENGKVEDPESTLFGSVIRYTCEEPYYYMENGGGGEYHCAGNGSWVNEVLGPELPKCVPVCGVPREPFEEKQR
Target sequence (P09871 438-688 limits assumed): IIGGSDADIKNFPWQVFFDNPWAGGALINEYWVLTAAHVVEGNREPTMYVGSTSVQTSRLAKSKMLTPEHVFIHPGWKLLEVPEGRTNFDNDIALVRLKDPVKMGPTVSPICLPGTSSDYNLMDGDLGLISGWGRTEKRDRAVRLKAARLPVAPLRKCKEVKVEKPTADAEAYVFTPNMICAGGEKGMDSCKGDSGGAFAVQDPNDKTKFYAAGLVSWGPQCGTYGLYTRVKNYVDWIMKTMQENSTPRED
HTR1A agonist – human 5-HT1a receptor agonists, primary screen, cell-based, CHO, Ga15 NFAT-bla reporter; 5-hydroxytryptamine receptor 1A (Homo sapiens), P08908; CHO 5-HT1a Ga15 NFAT-bla reporter, FRET ratio; 0% basal, 100% maximal reference agonist; activation, % at 10 µM; 65,000 compounds, 0.56% hits;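 active = activation above the screen-wide mean activation plus 3 SD, cut at about 19% in these data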;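 note: 0% = DMSO wells and 100% = 5-CT at EC100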
FXIa mix inh – FXIa protease inhibitors in compound pools, primary screen, biochemical, 10-compound mixtures. Coagulation factor XI (Homo sapiens), P03951. purified FXIa, fluorogenic substrate, pooled mixtures. inhibition, % at 5 µM. 62,000 compounds, 0.19% hits. AID 680, 2007;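 note: each value is inhibition by a whole ten-compound pool holding the compound; 0% = enzyme with no mixture and 100% = wells lacking enzyme; strong numbers were not always called active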
Cdc25B block – inhibitors of Cdc25B phosphatase catalytic domain, primary screen, biochemical, OMFP fluorescence; recombinant Cdc25B, OMFP fluorescence Ex485/Em525; inhibition, %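 (compounds tested at 10 µM final in the well)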; 65,000 compounds, 0.1% hits; AID 368, 2006; in the data active = inhibition above about 50%
FXIIa inh mix – human factor XIIa inhibitors, primary screen, biochemical, pooled compound mixtures, fluorogenic substrate. Coagulation factor XII (Homo sapiens), P00748. purified FXIIa. inhibition, % at 5 µM. 62,000 compounds, 0.2% hits. AID 684, 2007;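 note: 0% = enzyme without compound and 100% = no enzyme blank; some results filed as inactive read as strong as hits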
Hsp90 block – tumor Hsp90 inhibitors, primary screen, cell lysate, fluorescence polarization, NCI-N417 lysate; AID 429, 2006; inhibition, % at 30 µM; 64,000 compounds, 0.35% hits; Cy3B-geldanamycin FP displacement;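 active = inhibition above 50%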;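 note: 0% = tracer plus lysate wells and 100% = tracer alone without lysate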
CatL inh – inhibitors of human cathepsin L, biochemical | Procathepsin L (Homo sapiens), P07711 | purified cathepsin L, fluorogenic substrate, fluorescence | inhibition, %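 (tested at 10 µM)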 | 58,000 compounds, 0.17% hits; in the data active = inhibition above about 45%;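 note: 0% = enzyme with no compound and 100% = no enzyme blank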
Target sequence (P07711 114-288 limits assumed): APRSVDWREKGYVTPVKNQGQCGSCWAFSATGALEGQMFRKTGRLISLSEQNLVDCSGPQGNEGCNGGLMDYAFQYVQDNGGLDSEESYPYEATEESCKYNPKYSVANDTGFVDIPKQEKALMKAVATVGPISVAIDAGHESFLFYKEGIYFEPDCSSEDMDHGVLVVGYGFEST
Target sequence (P07711 292-333 limits assumed): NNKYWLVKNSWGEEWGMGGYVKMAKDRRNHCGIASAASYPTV
* marks the source's active call; other numbers are inactive results; . = not tested or not shown. Cut-off read from the data, not from the text of the source, unless noted: active = inhibition above about 20% (passing the limit was not always enough); inactive = the rest. Compounds were not picked by outcome; about 1.6% have a hit in one of these screens.

SMILES	MKP-1 inh	Cathepsin G inh	C1s inh	HTR1A agonist	FXIa mix inh	Cdc25B block	FXIIa inh mix	Hsp90 block	CatL inh
CCN(CC)c1ccc2cc(C(=O)O)c(=O)oc2c1	3	7	-1	12	6	4	-3	0	-55
O=C(Nc1cccnc1)c1noc2c1CCCCC2	-9	7	-35	0.5	-2	8	14	-2	3
COc1ccccc1NC(=O)CSc1nnc(Cn2nnc(-c3ccccc3)n2)n1-c1ccccc1	10	6	9	0.8	11	-11	6	2	3
CCOc1cc(N2CCOCC2)c(OCC)cc1NC(=O)COC(=O)c1cc(C)oc1C	6	7	0	-3.5	-1	-24	43	0	11
Cc1nn2c(-c3cccc(NC(=O)c4ccco4)c3)nnc2c2ccccc12	51*	.	.	5.2	.	-11	.	-9	.
CCOC(=O)C1=C(N)OC2=C(C(=O)CCC2)C1c1ccc(C)s1 (configuration not stated)	5	10	-15	-0.2	10	1	8	-2	-8
O=C1c2ccccc2C(=O)N1CSc1ncccn1	4	10	13	-0.8	2	0	3	-3	1
COc1ccccc1NC(=O)N1CCCC1C(=O)NC12CC3CC(CC(C3)C1)C2 (configuration not stated)	-3	10	6	0.6	1	-6	5	-5	0
COc1cccc(OC)c1OCCCCCc1c(C)n[nH]c1C	-5	3	-29	-2.2	-5	-2	4	0	17
CCN1C(=O)C(C(=O)Nc2ccc(OC)cc2)C2CC1(C)Oc1ccccc12 (configuration not stated)	1	-1	7	-1.1	-1	6	-14	2	7
Cc1ccc(CNC(=O)c2cccc(OCc3c(C)noc3C)c2)cc1	17	-2	-3	-1.6	9	-21	3	-4	22
CCOC(=O)CN1CC23C=CC(O2)C(C(=O)Nc2cc(OC)ccc2OC)C3C1=O (configuration not stated)	16	7	13	-1.3	4	6	6	0	.

A different layout for some results above:
CCOc1cc(N2CCOCC2)c(OCC)cc1NC(=O)COC(=O)c1cc(C)oc1C
  MKP-1 inh = 6
  Cathepsin G inh = 7
  C1s inh = 0
  HTR1A agonist = -3.5
  FXIa mix inh = -1
  Cdc25B block = -24
  FXIIa inh mix = 43
  Hsp90 block = 0
  CatL inh = 11
Cc1nn2c(-c3cccc(NC(=O)c4ccco4)c3)nnc2c2ccccc12
  MKP-1 inh = 51*
  Cathepsin G inh = .
  C1s inh = .
  HTR1A agonist = 5.2
  FXIa mix inh = .
  Cdc25B block = -11
  FXIIa inh mix = .
  Hsp90 block = -9
  CatL inh = .
CCOC(=O)C1=C(N)OC2=C(C(=O)CCC2)C1c1ccc(C)s1 (configuration not stated)
  MKP-1 inh = 5
  Cathepsin G inh = 10
  C1s inh = -15
  HTR1A agonist = -0.2
  FXIa mix inh = 10
  Cdc25B block = 1
  FXIIa inh mix = 8
  Hsp90 block = -2
  CatL inh = -8
O=C1c2ccccc2C(=O)N1CSc1ncccn1
  MKP-1 inh = 4
  Cathepsin G inh = 10
  C1s inh = 13
  HTR1A agonist = -0.8
  FXIa mix inh = 2
  Cdc25B block = 0
  FXIIa inh mix = 3
  Hsp90 block = -3
  CatL inh = 1

With a hit mark in MKP-1 inh (from the list above):
compound	MKP-1 inh	Cathepsin G inh	C1s inh	HTR1A agonist	FXIa mix inh	Cdc25B block	FXIIa inh mix	CatL inh
Cc1nn2c(-c3cccc(NC(=O)c4ccco4)c3)nnc2c2ccccc12	51*	.	.	5.2	.	-11	.	.

Other results follow.
SMILES	MKP-1 inh	Cathepsin G inh	C1s inh	HTR1A agonist	FXIa mix inh	Cdc25B block	FXIIa inh mix	Hsp90 block	CatL inh
CCNS(=O)(=O)c1ccc(OC)c(C)c1	3	-3	-2	0.6	-2	-3	2	2	-6
C=CCn1c(=NC(=O)C2CC2)sc2cc(NC(C)=O)ccc21	17	8	6	0.4	5	1	-1	-3	-1
O=C(OCC(=O)c1c[nH]c2ccccc12)C1=COCCO1	-15	-10	10	-0.9	10	-5	-18	-5	11
COc1ccc(C2C(C(=O)N3CCCC3)CC(=O)N2c2ccc(OC)cc2)cc1 (configuration not stated)	6	9	2	1.1	8	-8	-7	.	-4
O=c1ccn(Cc2ccccc2)c(=O)n1Cc1ccccc1	-2	3	-37	-0.9	-6	-1	4	-2	-1
CCC(=O)N1CCc2cc(Br)cc(S(=O)(=O)N3CCN(C(=O)c4ccco4)CC3)c21	14	-12	-201	-0.4	9	-1	-16	.	-9
O=C(c1ccc(COc2ccccc2Br)o1)N1CCCCCC1	6	11	13	-1.0	7	-21	1	-6	2
CCOC(=O)c1sc2nc(C)cc(C)c2c1N	-3	6	-32	-0.3	-11	-7	7	1	-19
CCC(C(=O)NC1CCCC1)N(Cc1ccc2c(c1)OCO2)C(=O)c1snc(C(N)=O)c1N (configuration not stated)	-14	-8	-62	-0.6	-9	-5	7	-4	2
COc1nc(/C(N)=N/O)nc(N2CCCCC2)n1	-17	-1	2	-1.4	7	-11	-15	-1	2
Cc1ccc(-c2nc3nc4ccccc4nc3n2Cc2ccco2)cc1	2	3	-8	-2.6	10	0	1	-5	-64
COc1ccc(S(=O)(=O)NCCCN2CCOCC2)c2ccccc12	0	7	15	0.3	0	-7	-10	-1	9
Cc1ccc(Cn2nnc3c(=O)n(CC(=O)NCc4ccco4)cnc32)cc1	8	.	.	0.3	.	-7	.	-2	.
CC(=O)NCc1nc2ccccc2n1Cc1ccccc1F	7	11	18	-1.6	5	-4	10	.	.
O=C1c2oc3ccccc3c(=O)c2C(c2ccccn2)N1Cc1ccccc1 (configuration not stated)	13	8	12	-0.3	6	-9	-1	-1	8
COc1cccc(-c2nc(CS(=O)(=O)CC(=O)NCc3ccccc3OC)c(C)o2)c1	10	0	0	-0.9	5	-9	8	-3	.
CCCCCCc1ccc(-c2ncc(N)cn2)cc1	15	11	12	-1.4	7	-12	-17	-2	3
CCOC(=O)c1ccc(Cn2c(-c3ccccc3)nnc2-c2ccccc2)o1	-9	8	5	2.6	11	-19	8	3	13
CN(C)c1nc(OCCNC(=O)Nc2ccccc2)nc(N(C)C)n1	3	.	.	-1.5	.	-27	.	15	15
CCOC(=O)c1sc(-n2[nH]c(C)cc2=O)nc1C	-27	.	.	-1.1	.	24	.	2	31
CSc1ncccc1C(=O)OCC(=O)NC1CCS(=O)(=O)C1 (configuration not stated)	1	3	-16	21*	-4	-1	4	-3	1
O=C(O)CNS(=O)(=O)c1ccc(Br)s1	2	-5	-17	-1.0	2	-4	4	-2	12
Cc1ccc(/C=C/C2=Cc3c(sc(NC(=O)CSc4n[nH]c(N)n4)c3C#N)C(C)(C)C2)o1	69*	-4	-41	-2.8	-2	34	6	-21	8
COc1ccccc1C1(CC(=O)O)CCOC(C)(C)C1 (configuration not stated)	-5	-15	-23	0.2	-6	-6	5	-1	2

Other compounds follow.
Screens in order – MKP-1 inh | Cathepsin G inh | C1s inh | HTR1A agonist | FXIa mix inh | Cdc25B block | FXIIa inh mix | Hsp90 block | CatL inh
> COc1cc(OC)cc(C(=O)N2CCN(c3ccccc3F)CC2)c1
 : 0 | 9 | 3 | -6.9 | 0 | -15 | 5 | -2 | -7
> CC1CCN(c2c(NCc3ccc(C(=O)N4c5ccccc5CC4C)cc3)c(=O)c2=O)CC1 (configuration not stated)
 : 13 | -37 | -3 | 1.2 | 7 | -3 | 10 | -4 | 28
> CC(C)CC1NC(=O)N(CC(=O)N2CCN(S(=O)(=O)c3ccc(Cl)cc3)CC2)C1=O (configuration not stated)
 : 3 | 3 | 3 | -3.0 | 10 | -8 | 3 | 4 | 1
> CN1CCN(c2ccc(NC(=O)COc3ccccc3Cl)cc2)CC1
 : -10 | -6 | -14 | 6.6 | 6 | -3 | 6 | 4 | .
> O=C(N1CCOCC1)N1CCN(S(=O)(=O)N2CCCCC2)CC1
 : -1 | 10 | 11 | -0.9 | 2 | -6 | -7 | -3 | 23
> Cc1oc(-c2ccccc2F)nc1CSCC(=O)NCc1ccc2c(c1)OCO2
 : 21 | . | . | -2.3 | . | -8 | . | -1 | .
> Cc1ccc(S(=O)(=O)N2CCCC2C(=O)N2CCCCCC2)cc1 (configuration not stated)
 : 7 | 2 | -40 | 2.2 | -15 | -3 | 9 | -2 | -7
> CSC(=NCCCN1CCOCC1)NS(=O)(=O)c1cccs1
 : 8 | 10 | -3 | 0.1 | 10 | -9 | -16 | . | -10
> O=C(O)CCn1c(=O)c2ccccc2c2ccccc2c1=O
 : -3 | -3 | 3 | -4.1 | 5 | 5 | 1 | -1 | -1
> Fc1ccc2nc3n(c2c1F)CCCCCC3
 : 8 | -2 | 1 | -0.1 | -1 | -11 | 15 | -2 | 26
> CCOP1(=O)C=C(C(C)(C)C)OC1c1ccc(F)cc1 (configuration not stated)
 : 2 | -5 | -22 | -4.2 | 1 | 2 | 1 | -2 | 19
> NC(=O)C1(N2CCCCC2)CCN(Cc2ccccc2Cl)CC1
 : -20 | 13 | 13 | 1.4 | 0 | -11 | -34 | 3 | -5
> CN(C)CCNC(=O)Cn1nc(-c2ccc(Cl)cc2)ccc1=O
 : 1 | 9 | -12 | -1.0 | 0 | -8 | 0 | -2 | -11
> Cc1cccc2cc(CN(CCCN3CCOCC3)Cc3nnnn3C(C)(C)C)c(=O)[nH]c12
 : 14 | 10 | 7 | -2.0 | 2 | -7 | 9 | -3 | -7
> O=C(N1CCC(O)(c2cccnc2)CC1)C12CC3CC(CC(C3)C1)C2
 : -4 | -6 | -23 | -3.6 | 1 | 1 | -8 | -1 | 10
> Cn1nnc(C(O)CN2CCOCC2)n1 (configuration not stated)
 : 12 | 2 | -1 | -4.3 | 5 | 9 | 1 | 0 | -5
> Cc1ccc(C)c(C(=O)CCC(=O)Nc2cccnc2)c1
 : -8 | 11 | 2 | -1.0 | 0 | -4 | -4 | -4 | 27
> COc1cc(OC)c(C(=O)NC2CCCCCC2)cc1OC
 : 5 | 10 | 10 | -1.9 | 5 | -10 | -19 | 2 | 18
> OCCNc1nc(C2CC2)nc2c1nnn2Cc1ccccc1Cl
 : 8 | 4 | 4 | -2.4 | 8 | 1 | -1 | 2 | 2
> Cc1cc(C(F)F)n2nc(C(=O)Nc3ccc(F)cc3F)nc2n1
 : 16 | -2 | -8 | -0.8 | 3 | -9 | 0 | -5 | 2
> N#Cc1cccc(-n2nnnc2-c2ccccn2)c1
 : 7 | 8 | -18 | 2.2 | -6 | -6 | -3 | 1 | 20
> CCOC(=O)CNC(=O)Cn1cnc2c(nnn2-c2ccc(C)cc2)c1=O
 : 0 | 7 | 6 | -2.0 | 5 | -10 | 10 | -3 | 1
> COc1ccc(S(=O)(=O)N2CCC(C(=O)NCCc3ccc4c(c3)OCO4)CC2)cc1
 : -27 | 10 | -5 | -0.7 | -6 | -8 | 1 | -3 | -5
> Fc1cccc(Cl)c1Cn1nnc2c(-n3ccnc3)ncnc21
 : 8 | 0 | -1 | -2.0 | 1 | -2 | 1 | 0 | 3
> Cn1c(=O)cc(SCC(=O)N2CCN(c3ccccn3)CC2)c2ccccc21
 : 6 | -3 | -3 | 1.2 | -3 | -8 | 4 | 2 | 3
> Cn1cc(S(=O)(=O)NCc2ccco2)c(=O)n(C)c1=O
 : 1 | 11 | 3 | -3.6 | -3 | 17 | 1 | -4 | 26
> CCOC(=O)C1(CC)NC(c2ccc(N(C)C)cc2)C2C(=O)N(C)C(=O)C21 (configuration not stated)
 : -5 | 2 | 5 | 0.5 | 15 | 4 | 6 | -3 | .
> O=S1(=O)N=C(N2CCCc3ccccc32)c2ccccc21
 : 1 | 8 | -24 | -2.6 | 5 | -6 | -12 | -1 | 6
